# MITF primary – MITF inhibitors, primary screen, biochemical, AlphaScreen, human; AlphaScreen MITF homodimerization, bead proximity signal; inhibition, % at 2.6 µM; 650,000 compounds, 0.91% hits; in the data active = inhibition above about 50%;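 note: 0% = vehicle wells with protein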
# Target sequence (O75030 whole entry, looked up): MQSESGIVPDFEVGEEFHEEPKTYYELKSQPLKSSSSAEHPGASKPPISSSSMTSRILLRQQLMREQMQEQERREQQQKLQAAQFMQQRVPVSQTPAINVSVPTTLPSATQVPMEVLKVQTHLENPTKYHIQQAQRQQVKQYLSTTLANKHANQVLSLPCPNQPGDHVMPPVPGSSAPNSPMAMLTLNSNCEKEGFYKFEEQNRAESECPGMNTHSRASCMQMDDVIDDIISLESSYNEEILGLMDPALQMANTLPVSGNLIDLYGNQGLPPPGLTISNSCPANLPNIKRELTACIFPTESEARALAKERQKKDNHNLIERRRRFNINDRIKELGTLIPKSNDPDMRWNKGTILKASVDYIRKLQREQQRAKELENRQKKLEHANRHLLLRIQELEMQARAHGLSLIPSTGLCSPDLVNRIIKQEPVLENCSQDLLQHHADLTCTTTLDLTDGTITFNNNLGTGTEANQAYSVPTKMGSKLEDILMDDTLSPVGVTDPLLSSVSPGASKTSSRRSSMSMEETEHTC
# FBW7 act – FBW7 E3 ligase activators, primary screen, biochemical, AlphaScreen, human; F-box/WD repeat-containing protein 7 (Homo sapiens), Q969H0; AlphaScreen FBW7–phospho-cyclin E peptide binding, activator screen; normalized activity (activation), % at 26.1 µM; 650,000 compounds, 0.13% hits; AID 1259310, 2017; in the data active = normalized activity above about 1.9%;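 note: purified mutant Fbw7 with reduced substrate affinity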
# GPR151 ag – activators of human GPR151, primary screen, cell-based, PathHunter beta-arrestin, luminescence | 650,000 compounds, 1% hits | activation, % at 11.2 µM | G-protein coupled receptor 151 (Homo sapiens), Q8TDV0 | PathHunter beta-arrestin GPR151 cells; in the data active = activation above about 4.9%;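 note: 0% = median of compound wells and 100% = cells with positive control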
# Target sequence (Q8TDV0 whole entry, looked up): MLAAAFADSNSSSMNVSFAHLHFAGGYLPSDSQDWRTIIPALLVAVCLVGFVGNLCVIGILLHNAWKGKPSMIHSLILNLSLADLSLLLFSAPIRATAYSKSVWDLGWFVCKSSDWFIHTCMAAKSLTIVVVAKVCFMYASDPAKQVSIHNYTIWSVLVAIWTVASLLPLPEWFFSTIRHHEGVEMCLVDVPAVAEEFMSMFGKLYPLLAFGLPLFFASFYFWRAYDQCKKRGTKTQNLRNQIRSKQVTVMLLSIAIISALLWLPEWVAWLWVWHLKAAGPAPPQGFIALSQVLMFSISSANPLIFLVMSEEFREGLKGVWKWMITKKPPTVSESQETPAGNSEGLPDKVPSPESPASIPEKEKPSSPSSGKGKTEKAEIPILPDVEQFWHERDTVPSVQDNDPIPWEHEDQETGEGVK
# TEAD-YAP block – TEAD-YAP interaction inhibition, primary screen, TEAD-YAP interaction inhibitor project, luminescence, HEK-TIYL cells | 640,000 compounds, 1.4% hits | TEAD-Gal4/YAP UAS-luciferase luminescence | inhibition, % at 9.12 µM | AID 1259422, 2018; in the data active = inhibition above about 32%;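 note: 0% = median of test compound wells and 100% = reference inhibitor wells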
# An asterisk follows results filed as active.
SMILES,MITF primary,FBW7 act,GPR151 ag,TEAD-YAP block
CN1C(=O)Cc2cc(NC(=O)C34CC5CC(CC(C5)C3)C4)ccc21,3,0.0,1.1,8
NNC(=O)Cc1nn2c(C3CCCCC3)nnc2s1,4,-0.2,-0.4,2
O=C([C@H](O)c1ccccc1)N1CCN(c2ccc3[nH]ncc3c2)CC1,17,-0.3,0.7,-6
O=C1NC(c2ccccc2O)Nc2sc3c(c21)CCCC3 (stereo unspecified),23,0.1,3.6,-3
COc1ccc(C(=O)NC2(C(F)(F)F)NC(=O)N(c3ccccc3)C2=O)cc1OC (stereo unspecified),-3,-0.2,0.3,1
CC1=C(C(=O)OCCOc2ccccc2)C(c2ccccc2[N+](=O)[O-])NC(=O)N1 (stereo unspecified),3,-0.2,0.7,7
O=C(CN1C(=O)C(=O)c2ccccc21)OCC(=O)c1ccccc1,-5,-0.1,0.1,-6
NC(=O)C1CCN(C(c2ccccc2)c2nnnn2CCc2ccccc2)CC1 (stereo unspecified),7,0.1,-0.8,5
Cc1ccc(-n2nnnc2SCC(=O)c2ccc(O)cc2)cc1,3,-0.1,0.5,-4
O=C(c1ccccc1F)N1CCN(c2ccc([N+](=O)[O-])c(NCCc3ccccc3)c2)CC1,11,0.0,-0.3,4
Cn1nnnc1SCC(=O)NC1CC1,-10,0.0,0.4,0
O=C(C1CCN(Cc2ccccc2Cl)CC1)N1CCCC1,35,0.1,-0.6,4
CC1=C(C(=O)OCCOc2ccccc2)C(c2cccnc2)C2=C(CC(c3ccc(Cl)cc3)CC2=O)N1 (stereo unspecified),-4,0.1,-1.0,8
O=C(CC(=O)Nc1ccc2nc3n(c(=O)c2c1)CCCCC3)Nc1cccc(Cl)c1,6,0.5,-0.6,5
CC(=O)Nc1cccc(-c2cnc(NCCCc3ccccc3)c3nccn23)c1,-2,-0.1,-1.0,93*
O=C(N[C@H]1C[C@H]2C(=O)N[C@H](Cc3ccccc3)C(=O)N2C1)c1ccc(Cl)c(Cl)c1,0,-0.3,0.8,-2
O=C(NCCO)c1cccc(-c2cc(NCCc3ccccn3)n3nccc3n2)c1,2,0.1,0.3,17
COc1ccc(-c2ccnc(SCC(=O)Nc3c(C)n[nH]c3C)n2)cc1,-4,0.0,1.9,-5
O=C(CN1CC(=O)Oc2ccccc21)Nc1ccc(O)cc1,-4,-0.2,-0.6,4
COc1cccc(C(=O)Nc2cc3nn(-c4ccccc4)nc3cc2C)c1,-4,-0.4,1.4,-12
CC(C)(C)C1(O)CC(C(F)(F)F)=NN1C(=O)c1cccnc1 (stereo unspecified),11,1.4,-0.4,-4
CCC(=O)N1c2ccccc2NC2=C(C(=O)CCC2)C1c1ccc(SC)cc1 (stereo unspecified),3,0.1,0.6,1
O=C(Cn1cnc(-c2ccc(F)cc2)cc1=O)N1CCN(C(=O)c2ccco2)CC1,-18,-0.2,-1.5,-6
CCNS(=O)(=O)c1ccc(CCC(=O)Nc2cccc(SC)c2)cc1,16,0.7,0.6,9
COc1ccc(NC(=O)CN(c2cc(C(F)(F)F)ccc2Cl)S(C)(=O)=O)cc1,8,0.1,3.0,-1
# Going on with the list:
SMILES,MITF primary,FBW7 act,GPR151 ag,TEAD-YAP block
O=C(NNC(=S)NCc1ccccc1)c1ccc(Br)o1,3,0.0,6.3*,7
CCOC(=O)c1sc(NC(=O)CN2C(C)CCCC2C)c(C(=O)OCC)c1C (stereo unspecified),58*,0.1,1.9,-3
CCOc1ccc(NC(=O)CN2C(=O)NC(C)(c3ccccc3Cl)C2=O)c([N+](=O)[O-])c1 (stereo unspecified),7,0.1,-0.5,-6
COc1ccc(CN2CC(C(=O)NCCc3ccccc3)CC2=O)cc1 (stereo unspecified),-3,-0.1,-0.4,-9
CCC(Sc1nncn2c1cc1oc(C)cc12)C(=O)N1CCOCC1 (stereo unspecified),11,-0.2,-0.9,-10
CCC(C)(C)NC(=O)C(c1ccco1)N(Cc1ccccc1F)C(=O)c1csnn1 (stereo unspecified),4,0.6,-0.7,4
COc1ccccc1NC(=O)C(=O)N/N=C/c1ccc2c(c1)OCO2,-6,-0.1,-0.1,-2
CC(C)(C)CNc1cc(N2CCN(C(=O)c3cccs3)CC2)ccc1[N+](=O)[O-],11,-0.1,1.5,6
COCCC(=O)NC(C)c1nnc2n1CCN(Cc1cccc(OC)c1OC)CC2 (stereo unspecified),-5,-0.1,-0.1,-15
COc1ccc(C(=O)Nc2nc3c(s2)CCCC3)cc1OC,0,0.1,1.2,-101
CCOC(=O)C1C(c2cccc([N+](=O)[O-])c2)NC(=S)NC1(O)C(F)(F)F (stereo unspecified),-7,-0.1,0.9,-3
COC(=O)c1ccc(/C=N/NC(=O)CC(=O)Nc2ccc(Cl)c(Cl)c2)cc1,12,0.4,-1.5,4
CCOc1ccc(C2C(C(=O)OC)=C(C)NC3=C2C(=O)CC(c2ccccc2)C3)cc1 (stereo unspecified),-4,0.5,1.7,1
CCOC(=O)N1CCN(c2c(N3CCc4ccccc43)c(=O)c2=O)CC1,9,0.1,0.1,3
COc1ccc(CCNc2ncnc3c2nc(-c2cccc(N)c2)n3C(C)C)cc1,16,0.2,-0.4,-10
CC(NC(=O)COC(=O)c1n[nH]c2ccccc12)C12CC3CC(CC(C3)C1)C2 (stereo unspecified),8,-0.1,-1.6,-12
CCCOc1ccccc1C1C(C#N)=C(N)Oc2n[nH]c(-c3ccncc3)c21 (stereo unspecified),14,0.2,0.7,-4
C/C(=N\N1CCN(Cc2ccc(Cl)cc2)CC1)c1cccs1,4,0.0,1.5,-7
CCOC(=O)CNC(=O)CSc1nnc(COc2cccc(C)c2)n1CC,15,0.1,-0.9,-8
Cc1ccc(NC(=O)CSc2ccccn2)cc1Cl,-3,0.4,1.1,-5
Cc1cc(CN2CCCC(N3CCC(CO)CC3)C2)cc(C)c1O (stereo unspecified),3,0.3,-1.3,6
CCC1CN(CCC(=O)N2CCCCC2c2nccs2)Cc2cc(OC)ccc2O1 (stereo unspecified),8,0.1,0.0,4
C=CCN1C(=O)C2(c3ccccc31)c1c(oc3ccc(F)cc3c1=O)C(=O)N2CCCOC (stereo unspecified),3,-0.1,2.1,-1
COc1ccc(-c2cc3ccc(OCC(=O)OC(C)(C)C)cc3oc2=O)cc1,4,-0.1,-0.9,0
Cc1cc(Cl)cc(Br)c1OCCOCCN1CCOCC1,-6,0.0,1.8,2

# Entries above that have a CF3 group, in the order listed:
SMILES,MITF primary,FBW7 act,GPR151 ag,TEAD-YAP block
COc1ccc(C(=O)NC2(C(F)(F)F)NC(=O)N(c3ccccc3)C2=O)cc1OC (stereo unspecified),-3,-0.2,0.3,1
CC(C)(C)C1(O)CC(C(F)(F)F)=NN1C(=O)c1cccnc1 (stereo unspecified),11,1.4,-0.4,-4
COc1ccc(NC(=O)CN(c2cc(C(F)(F)F)ccc2Cl)S(C)(=O)=O)cc1,8,0.1,3.0,-1
CCOC(=O)C1C(c2cccc([N+](=O)[O-])c2)NC(=S)NC1(O)C(F)(F)F (stereo unspecified),-7,-0.1,0.9,-3

# The results go on:
SMILES,MITF primary,FBW7 act,GPR151 ag,TEAD-YAP block
O=C(CCS(=O)(=O)c1ccc(Br)cc1)NCc1ccccc1,-1,0.0,-0.2,-6
O=C(O)C1CC1C(=O)N1CCCC1c1nc(-c2ccc(F)cc2)c2ccccn12 (stereo unspecified),-2,-0.1,0.7,-4
COCCNC(=O)c1ccc(CN2CCc3ccccc3C2)cc1,-19,-0.3,1.5,-4
CSc1ccc2cc(CN3CCCC(O)C3)c(=O)n(Cc3ccccc3F)c2c1 (stereo unspecified),-7,-0.2,-0.3,0
Cc1nn(C)c(C)c1/C=C(/C(=O)c1ccc(Cl)cc1Cl)n1cncn1,13,0.2,-1.8,1
CC1(C)CC(=O)C2=C(C1)OC(N)=C(C#N)C2c1ccncc1 (stereo unspecified),-3,0.1,0.0,3
Cc1cc(NCCO)nc(Nc2ccccn2)n1,-9,0.2,0.6,2
Cc1cccc(NC(=O)C2C3C=CC4(O3)C2C(=O)N(Cc2cccnc2)C4C(=O)NC2CCCCC2C)c1 (stereo unspecified),-2,0.0,-1.2,-6
CC(C)(C)C1CCC(C(=O)Nc2nccs2)CC1 (stereo unspecified),19,0.0,0.0,-8
COc1ccc(C(=O)n2nc(-c3ccc(OC)cc3)nc2SC)cc1,26,0.4,-3.4,-3
N#C/C(=C/c1ccccc1)c1nc(-c2cccs2)cs1,16,0.5,0.2,-52
CCOC(=O)N1CCN(C(=O)c2ccc(NCc3ccccc3Cl)c(S(=O)(=O)Nc3cccc(OC)c3)c2)CC1,2,-0.1,-0.2,-1
O=C(Nc1ccc(Oc2ccccc2)cc1)c1cnc(-c2ccc(N3CCOCC3)nc2)s1,-8,0.0,0.9,21
CCOc1ccc(Nc2nc(-c3c(C)nc4sccn34)cs2)cc1,10,0.0,-0.8,61*
C=CCn1c(Sc2ccc(C(N)=O)cc2[N+](=O)[O-])nnc1C1CCCCC1,16,0.6,-0.9,9
COc1ccc(C(=O)NNC(=O)COc2ccc(Cl)c(C)c2)cc1[N+](=O)[O-],14,0.5,4.7,2
CCCCC(=O)Nc1ccc(Br)cc1C(=O)O,15,0.0,2.3,0
CCc1ccc(CNC(=O)CCc2nnc(CCc3c[nH]c4ccccc34)o2)nc1,-1,-0.1,0.0,13
CCOC(=O)Cc1csc(NC(=O)c2ccccc2Oc2ccccc2)n1,0,-0.1,0.6,-8
CCOc1cc(CN2CCN(C(=O)c3cccc(F)c3)CC2)ccc1OC,47,0.0,0.9,6
CC1(C)Cc2ccccc2-c2nnc(SCC(=O)N3CCCCCC3)n21,2,0.1,0.7,-7
CCOC(=O)c1c(C)n(CCSc2ccccc2)c2ccc(O)cc12,-10,-0.1,0.0,-10
CCc1c(C(=O)N/N=C/c2ccco2)nnn1-c1nonc1N,-8,0.6,-1.3,0
COc1ccc(OCCC(=O)OCC(=O)c2ccc[nH]2)cc1,15,0.0,0.3,0
Cc1ccc(F)cc1NC(=O)Nc1ccc(F)cc1,-4,-0.1,0.0,9

# 5 neighbouring compounds already listed, quoted:
SMILES,MITF primary,FBW7 act,GPR151 ag,TEAD-YAP block
O=C(CCS(=O)(=O)c1ccc(Br)cc1)NCc1ccccc1,-1,0.0,-0.2,-6
O=C(O)C1CC1C(=O)N1CCCC1c1nc(-c2ccc(F)cc2)c2ccccn12 (stereo unspecified),-2,-0.1,0.7,-4
COCCNC(=O)c1ccc(CN2CCc3ccccc3C2)cc1,-19,-0.3,1.5,-4
CSc1ccc2cc(CN3CCCC(O)C3)c(=O)n(Cc3ccccc3F)c2c1 (stereo unspecified),-7,-0.2,-0.3,0
Cc1nn(C)c(C)c1/C=C(/C(=O)c1ccc(Cl)cc1Cl)n1cncn1,13,0.2,-1.8,1

# More compounds:
SMILES,MITF primary,FBW7 act,GPR151 ag,TEAD-YAP block
O=S(=O)(c1ccc(F)cc1)N1CCN=C1SCc1ccccc1F,-10,-0.1,1.5,-15
O=C(NC1CC1)c1ccnc(Nc2ccc(-n3ccnc3)cc2)c1,-5,0.4,0.2,1
CC(C)Sc1nc2c(c(=O)[nH]1)C(c1ccncc1)C1=C(CCCC1=O)N2 (stereo unspecified),15,0.0,-3.3,12
CCOc1ccc(C(=O)Nc2ccc(Cc3ccc(NC(=O)c4ccc(OCC)cc4)cc3)cc2)cc1,1,0.0,0.2,0
CCOC(=O)C1CCCN(C(=S)Nc2cc(OC)c(OC)cc2C(=O)OC)C1 (stereo unspecified),8,0.6,-0.9,-2
O=C(CSCc1ccc(Br)cc1)N1CCOCC1,-22,-0.1,0.0,-13
O=C(NCCCN1CCCC1=O)c1cccc(Nc2nccc3ccccc23)n1,-1,-0.1,1.8,-1
COc1ccc(CC(=O)Nc2sc3c(c2C(=O)Nc2ccccc2)CCCCC3)cc1,12,0.2,2.4,-4
Cc1cccc(NC(=O)Nc2cnn(-c3cccc(C(=O)Nc4ccc5c(c4)OCCO5)c3)c2)c1,12,0.4,-0.3,-4
O=C(NCc1cccnc1)c1ccc(CN2CCOCC2)cc1,5,-0.2,-1.4,-4
COc1ccccc1/C=C1/SC(=S)N(C)C1=O,-10,0.0,-0.1,6
COc1cc(-c2nc3sc4c(c3c(=O)[nH]2)CCCC4)ccc1OCc1ccc(F)cc1,32,-0.1,1.1,2
CCc1ccc2nc(N3CCC(C(=O)NCc4ccccc4Cl)CC3)sc2c1,13,0.1,1.9,-12
Cc1ncc(CN2CCC3(CC2)CC3C(=O)NCc2ccccc2C(F)(F)F)[nH]1 (stereo unspecified),-12,-0.1,4.1,-8
O=C1c2cccc([N+](=O)[O-])c2C(=O)N1c1cccc(-c2nc3ccccc3c(=O)o2)c1,6,0.2,0.5,-1

# Assay outcomes: PubChem, The Scripps Research Institute Molecular Screening Center
